Nrf2 inh: Nrf2 qHTS screen for inhibitors; Potency, µM (series often up to 46 µM), for inactives: top-dose activity change, negative = inhibition, actives largely listed as inhibitors; 360,000 tested, 2.1% active; A549 ARE-Fluc reporter, luciferase luminescence, 18-24 h; also: potency is read from the fitted curve at half-maximal effect; % is scaled to controls: 0 for no effect and ±100 for the full control effect; nearly all actives have a fitted effect of over 60% in size
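Cells were seeded and rested 2 h, then exposed to compounds for 18-24 h. CellTiter-Fluor was read first as a viability measure. BugLite was added 15 min before the final luminescent read of ARE-luciferase activity in A549 cells.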
EPAC2 antag: qHTS for Antagonist of cAMP-regulated guanine nucleotide exchange factor 2 (EPAC2): primary screen | 360,000 tested, 0.18% active | Potency, µM (titrated, usually from 114 µM), for inactives: at the highest dose activity, negative = inhibition, usual class: inhibitors | Rap guanine nucleotide exchange factor 4 (Homo sapiens), Q8WZA2 | AID 720708, 2013 | EPAC2 GEF exchange of Rap1B-BODIPY-GDP, fluorescence; also: potency is read from the fitted curve at half-maximal effect; % is scaled to controls: 0 for no effect and ±100 for the full control effect; nearly all actives have a fitted effect of over 45% in size; many of its hits are not listed in these tables
Target sequence (Q8WZA2 whole entry, looked up): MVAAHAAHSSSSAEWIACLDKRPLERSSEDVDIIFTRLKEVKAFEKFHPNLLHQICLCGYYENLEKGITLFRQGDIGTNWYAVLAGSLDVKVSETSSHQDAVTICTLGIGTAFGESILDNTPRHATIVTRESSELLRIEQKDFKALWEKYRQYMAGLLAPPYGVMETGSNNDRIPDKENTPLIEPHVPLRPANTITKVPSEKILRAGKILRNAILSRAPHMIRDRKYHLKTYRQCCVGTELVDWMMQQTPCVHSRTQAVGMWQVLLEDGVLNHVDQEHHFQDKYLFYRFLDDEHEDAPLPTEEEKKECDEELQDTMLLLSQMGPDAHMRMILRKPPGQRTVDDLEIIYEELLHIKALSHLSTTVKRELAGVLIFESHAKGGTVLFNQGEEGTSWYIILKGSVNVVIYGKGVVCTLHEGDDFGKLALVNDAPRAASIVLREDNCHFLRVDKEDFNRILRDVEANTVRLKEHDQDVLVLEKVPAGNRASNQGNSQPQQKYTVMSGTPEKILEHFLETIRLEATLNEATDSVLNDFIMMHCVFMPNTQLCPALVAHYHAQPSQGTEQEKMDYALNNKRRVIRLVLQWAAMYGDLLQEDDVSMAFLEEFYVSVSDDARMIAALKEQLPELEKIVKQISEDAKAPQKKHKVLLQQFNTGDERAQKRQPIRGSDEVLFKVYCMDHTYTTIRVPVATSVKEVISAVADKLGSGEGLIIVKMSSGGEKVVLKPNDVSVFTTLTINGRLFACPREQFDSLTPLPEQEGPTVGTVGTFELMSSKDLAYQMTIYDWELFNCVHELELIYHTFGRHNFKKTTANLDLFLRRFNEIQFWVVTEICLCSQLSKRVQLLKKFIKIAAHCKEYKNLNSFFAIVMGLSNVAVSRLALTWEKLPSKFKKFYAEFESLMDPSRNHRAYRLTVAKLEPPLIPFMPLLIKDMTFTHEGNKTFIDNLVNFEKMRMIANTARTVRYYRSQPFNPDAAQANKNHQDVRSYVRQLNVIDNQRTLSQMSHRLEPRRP
CCT modulator: High-Throughput Screening for Modulators of Cytosolic Chaperonin Activity | purified chaperonin ATPase assay, HTRF ADP detection, 30 min | activity change, % (no concentration beside the values), hits read low | 360,000 tested, 0.3% active | AID 651819, 2012; in the data active = activity change below about -30%; also: % is scaled to controls: 0 for no effect and ±100 for the full control effect
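TRiC (40 or 20 nM final, by batch activity) in 30 mM Tris pH 7.4, 100 mM KCl, 5 mM MgCl2, 1 mM DTT was treated with compound at 76 uM single dose, then 10 uM ATP, 30 min at 37 °C. ADP was read by HTRF Transcreener.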
Mm-Cpn inhibitor: Inhibitors of TCP-1 ring complex (TRiC) of Methanococcus maripaludis (MmCpn): qHTS. 330,000 tested, 0.031% active. purified Mm-Cpn ATPase, ADP Transcreener TR-FRET. Potency, µM (titrated, usually from 76.9 µM), without a hit: at the top dose activity, negative = inhibition, hits mostly inhibitors; also: potency is read from the fitted curve at half-maximal effect; % is scaled to controls: 0 for no effect and ±100 for the full control effect; nearly all actives have a fitted effect of over 80% in size
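Eu-cryptate anti-ADP/ADP-d2 competition gives a ratio inversely related to ADP. Enzyme at 25 nM was pre-exposed to compound for 10 min, then given 10 uM ATP for 30 min, 37°C throughout.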
EPAC2 agonist: qHTS for Agonist of cAMP-regulated guanine nucleotide exchange factor 4 (EPAC2): primary screen; Rap guanine nucleotide exchange factor 4 (Homo sapiens), Q8WZA2; EPAC2 activation, biochemical qHTS; response scale: 100% = 6.5 mM cAMP response; Potency, µM (doses to about 154 µM), inactives show top-dose activation, usual class: activators; 360,000 tested, 0.079% active; also: potency is read from the fitted curve at half-maximal effect; nearly all actives have a fitted effect of over 50% in size
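Nucleotide exchange monitored as fluorescence drop when BODIPY-GDP leaves Rap1B. Reaction: 100 nM EPAC2, 250 nM RAP1B-BODIPY-GDP, 50 uM GDP, room temperature, kinetic read over 30 min. Activity expressed relative to 6.5 mM cAMP.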
Nrf2 ARE act: qHTS of Nrf2 Activators; Potency, µM (doses to about 46.1 µM), for the others: at the top dose activation, hits mostly activators; 410,000 tested, 0.31% active; AREc32 ARE-luciferase reporter (MCF7-derived line), luminescence, 24 h; also: potency is read from the fitted curve at half-maximal effect; % of control where 0% means no effect; nearly all actives have a fitted effect of over 65% in size
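Reporter line AREc32 (ARE-Fluc), seeded overnight in OPTI-MEM with 5% FBS; compound pin-transferred, 24 hr at 37 deg C, 5% CO2; luminescent read-out.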
Akt phos inh: HTS Assay for Inhibitors of Akt Phophorylation: Primary Screen | Neuro2A IGF-stimulated pAkt S473 HTRF, 20 min; hits give low values | 360,000 tested, 0.32% active | activity change, % for hits at 50 µM; in the data active = activity change below about -80%; inconclusive = mostly about -51% to -80%; also: % is scaled to controls: 0 for no effect and ±100 for the full control effect
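Neuro2A cells (4,500/well, DMEM with 0.5% FBS) were treated with compound at a single 50 µM final concentration, stimulated with 6 nM IGF for 20 min at 37 °C, and lysed. Phospho-Akt Ser473 was read by HTRF as 665/615 ratio ×10^4.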
TGFb SMAD3 inh: qHTS for Inhibitors of TGF-b; HepG2 CAGA-GFP TGF-b/SMAD3 reporter, GFP fluorescence, 18 h; TGF-beta stimulated, 500 pg/mL final; Potency, µM (top dose mostly 46.1 µM), without a hit: at the top dose activity, negative = inhibition, usual class: inhibitors; 410,000 tested, 1.2% active; also: potency is read from the fitted curve at half-maximal effect; % is scaled to controls: 0 for no effect and ±100 for the full control effect; nearly all actives have a fitted effect of over 65% in size
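Per well, imaged GFP fluorescence of HEPG2 CAGA-GFP cells gives the signal; cells get compound, then TGF-beta (500 pg/mL final), 18 h at 37 degrees C; %Activity versus -TGF-beta and +DMSO controls.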
A549 viability: Nrf2 qHTS screen for inhibitors: counterscreen for cytotoxicity; A549 ARE-Fluc cells, CellTiter-Fluor viability, 18-24 h; Potency, µM (titrated, usually from 46 µM), for the others: at the highest dose activity change, negative = cytotoxicity, actives largely listed as inhibitors; 390,000 tested, 0.16% active; AID 504648, 2011; also: potency is read from the fitted curve at half-maximal effect; % is scaled to controls: 0 for no effect and ±100 for the full control effect
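A549 ARE_Fluc cells in 5% FBS OPTI-MEM were exposed to compounds in concentration-response for 18-24 h at 37 deg C. Viability was read by CellTiter-Fluor fluorescence (Ex 405/Em 525) after 30 min, before the luciferase read.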
* hit, by the source's call; i = inactive; u = inconclusive; x = no result given; [ ] = another dose, or the depositor's remark. Unless noted, calls follow the shape of the dose curve; as a rule, active = well fitted curve in the direction sought with a large enough effect; inconclusive = small, poorly fitted or top-dose-only effect, or another doubt; inactive = no such curve, though single readings can be large; an effect the other way counts as inactive or inconclusive.

SMILES	Nrf2 inh	EPAC2 antag	CCT modulator	Mm-Cpn inhibitor	EPAC2 agonist	Nrf2 ARE act	Akt phos inh	TGFb SMAD3 inh	A549 viability
FC(F)(F)c1nc2ccccc2nc1N/N=C/c1c(Cl)cccc1Cl	x	2.6%	0.0	2.1%	-16.9%	1.8%	i	0.0%	-2.7%
O=c1cc(N2CCN(Cc3ccccc3)CC2)[nH]c(=O)n1Cc1ccc(F)cc1	11.1%	-2.3%	-6.9	-1.0%	5.6%	-0.5%	i	-1.5%	0.1%
O=C(Cn1cc(C(=O)C(=O)N2CCOCC2)c2ccccc21)Nc1cccc(C(F)(F)F)c1	x	-10.1%	1.5	x	-11.4%	-0.7%	i	u	x
CN(C)C(/C=C/Nc1ccc(F)cc1)=C(C#N)C#N	0.9%	-0.6%	-0.2	1.2%	6.8%	2.5%	i	-7.7%	-2.9%
O=C(CC(=O)N/N=C/c1ccc(O)cc1)N/N=C/c1ccc(O)cc1	3.8%	1.3%	-2.4	1.0%	0.6%	0.0%	i	-0.8%	-4.5%
Cc1ccc(C(=O)Nc2nc(=O)n(C(=O)CC(C)C)s2)cc1	5.5%	16.4%	-24.4	3.6%	-9.1%	4.2%	i	6.1%	0.4%
Clc1ccc(SCc2csc(N3CCOCC3)n2)cc1	-23.6%	-1.5%	-0.8	-0.7%	13.3%	-0.7%	i	u	4.1%
COc1ccc(/C=N/Nc2cc(C)nc(N)n2)cc1	1.9%	-4.6%	0.7	-1.6%	4.0%	0.9%	i	-3.0%	-9.6%
CCOC(=O)CSc1nnc(-c2ccc(NS(=O)(=O)c3ccc(C)cc3)cc2)o1	2.0%	6.4%	-1.1	0.2%	-10.7%	0.4%	i	2.0%	0.3%
COc1cccc(CN2CCN(S(=O)(=O)c3ccc(Br)cc3)CC2)c1	-13.4%	3.3%	-1.5	1.0%	14.5%	0.0%	i	-22.3%	-0.8%
COc1ccc(-c2cc(C(F)(F)F)nc(N3CCCCC3)n2)cc1OC	-0.5%	-15.7%	1.4	1.4%	-10.6%	-0.5%	i	-5.1%	-0.8%
O=C(CSc1n[nH]c(-c2ccncc2)n1)NC1CCS(=O)(=O)C1 (stereo not given)	14.0%	17.5%	0.3	u	-2.0%	4.4%	i	0.0%	-0.5%
COc1cc2ccccc2cc1C(=O)Nc1ccc(Cc2ccncc2)cc1	u	-4.7%	-5.0	-8.6%	-6.4%	5.8%	i	u	-19.8%
Cc1ccc(O)c(NC(=S)NC(=O)c2ccccc2Cl)c1	-4.9%	7.9%	-2.0	-1.3%	11.3%	u	i	-28.9%	6.6%
COc1ccccc1OC(=O)c1cc(Cl)nc2ccccc12	2.3%	-1.9%	-1.6	0.4%	22.1%	4.3%	i	1.0%	-1.7%
Cc1cc(OC(=O)c2ccc(S(=O)(=O)N3CCOCC3)cc2)c([N+](=O)[O-])c(=O)[nH]1	23.4%	-3.4%	-0.5	-0.5%	-1.4%	-0.1%	i	-0.1%	-0.6%
N=C1CCCC1C(=S)SCCC(N)=O (stereo not given)	x	-6.3%	1.7	x	4.2%	-0.4%	i	-4.2%	x
O=C(NCCc1ccco1)C(=O)NCC1CCCN1S(=O)(=O)c1ccccc1 (stereo not given)	9.4%	2.9%	-3.1	-1.2%	15.7%	0.5%	i	-5.1%	-12.7%
Cc1ccc(/C=C2\SC(=S)N(CCC(=O)Nc3ccc(O)cc3)C2=O)cc1	15.1%	11.5%	-0.1	0.2%	8.2%	2.8%	i	0.1%	1.1%
CC(C)[C@H](NC(=O)N1CCn2c1nc1ccccc12)C(=O)NCc1ccco1	2.3%	-2.2%	-1.4	0.6%	-1.8%	-0.2%	i	2.9%	1.1%
CC1CN(C(=O)C2CCCCC2)C(C)CN1C(=O)C1CCCCC1 (stereo not given)	6.7%	18.3%	1.4	0.5%	-1.0%	-0.2%	i	4.5%	0.1%
CSc1ncccc1C(=O)N(C)CC(=O)Nc1ccc(Cl)cc1	-1.2%	18.5%	2.2	1.3%	3.2%	-0.6%	i	12.1%	2.4%
CCN(CC(=O)Nc1ccc(NC(C)=O)cc1)C(=O)CN1C(=O)NC2(CCCC2)C1=O	9.2%	9.1%	-3.2	-1.2%	-0.6%	0.9%	i	-6.7%	-11.8%
CC(OC(=O)c1cc2ccccc2cc1O)C(=O)Nc1ccc(S(N)(=O)=O)cc1 (stereo not given)	3.3%	-7.6%	-1.9	u	2.8%	5.5%	i	u	2.2%
CCOC(=O)C1CCN(C(=O)COC(=O)/C=C/c2cccc(OC)c2OC)CC1	6.2%	8.0%	-1.4	0.3%	3.2%	23.0%	i	-2.2%	1.5%
N#Cc1ccc(-c2cccs2)nc1SCc1cccnc1	u	-9.5%	-0.1	-19.6%	18.5%	21.5%	i	-10.4%	1.4%
O=C(CCn1c2c(c3ccccc31)CCCC2)NNC(=O)c1ccccc1[N+](=O)[O-]	-2.8%	1.4%	-2.2	2.9%	-6.3%	1.7%	i	-15.0%	0.5%
CCOC(=O)C1=C[C@@H](C)N(S(=O)(=O)c2ccc(C)cc2)[C@H]1c1ccccc1	x	-7.1%	-0.1	x	13.2%	4.9%	i	u	x
CC(C)(C)c1ccc(NC(=O)NC2CCCc3ccccc32)cc1 (stereo not given)	-8.5%	1.0%	-14.1	-5.7%	-0.3%	1.0%	i	-10.1%	-7.5%
CCCNC(=O)C1(C)CCN(Cc2ccc(-c3ccccc3)o2)C1 (stereo not given)	x	7.0%	-18.1	x	15.0%	u	i	5.9%	x
CCc1cccc(CC)c1NC(=O)c1cccc(N)c1	4.6%	0.4%	-2.5	1.9%	0.6%	-0.7%	i	3.7%	0.1%
COc1cc(C(=O)O/N=C2\C=CC(=O)C=C2C)cc(OC)c1OC	-10.5%	1.9%	-0.8	-10.3%	6.5%	0.2%	i	-11.4%	-0.1%
CC1SCC(=O)N(CC(=O)Nc2ccc3c(c2)OCCO3)C1=O (stereo not given)	-3.6%	-1.7%	-0.2	1.8%	1.7%	0.0%	i	-6.1%	-6.2%
COCCCNc1nc(-c2ccncc2)nc2ccccc12	-20.0%	6.5%	-2.8	1.5%	-5.5%	0.3%	i	-9.1%	-4.6%
CN(CCO)c1c2c(nc3cc(-c4cccc(F)c4)nn13)CCCC2	u	-1.7%	1.5	1.8%	-1.1%	u	i	-3.3%	-8.1%
CCn1c(=O)c(C(=O)CN2CCN(Cc3ccc4c(c3)OCO4)CC2)c(N)n(Cc2ccccc2)c1=O	-10.1%	7.0%	-3.5	1.2%	2.9%	3.7%	i	-12.8%	0.5%
O=c1c2cc(F)ccc2sn1-c1ccccc1	-5.4%	-12.7%	0.4	-4.8%	15.8%	9.5%	i	11.2µM*	0.5%
CC[C@H](CO)Oc1cc(NCc2cccc(N)c2)c2ncn(C(C)C)c2c1	x	-3.7%	0.6	x	6.4%	-3.2%	i	x	x
COC(=O)CCSCc1cn2cc(Cl)ccc2n1	5.0%	-1.8%	0.5	0.4%	-3.2%	-1.6%	i	-15.4%	1.2%
CN(CC(=O)Nc1cccc(F)c1)C(=O)c1cc(-c2ccco2)nc2ccccc12	-6.4%	-5.9%	-2.0	-0.2%	12.9%	20.6%	i	16.0%	-4.8%
O=C(C1COc2ccccc2O1)N1CCN(c2ccccc2)CC1 (stereo not given)	7.7%	-2.3%	-0.8	2.0%	10.5%	-0.5%	i	16.1%	-17.4%
COc1ccc(C(=O)Nc2cccc(-c3nc4ncccc4o3)c2C)cc1OC	18.4µM*	-5.4%	1.2	-2.1%	12.5%	0.3%	i	20.8%	u
Cc1noc(C)c1COc1ncnc2ccccc12	u	-8.2%	1.7	1.4%	4.4%	-0.3%	i	39.4%[activator]	2.7%
COC(=O)CNC(=O)c1c(-c2c(Cl)cccc2Cl)noc1C	6.5%	11.2%	0.1	0.2%	5.8%	-0.6%	i	-1.5%	-2.1%
COc1oc(-c2ccccc2C)nc1C(F)(F)F	-2.7%	-2.4%	1.1	0.4%	0.0%	0.0%	i	1.6%	-7.5%
CCOC(=O)C1=CCN(S(=O)(=O)c2ccccc2C)C1c1ccccc1 (stereo not given)	x	-16.5%	-1.0	x	14.9%	7.5%	i	u	x
CCN1C(=O)C(CC(=O)Nc2cc(C)ccc2C)SC1=Nc1ccc(S(N)(=O)=O)cc1 (stereo not given)	-1.9%	-4.9%	0.7	0.1%	2.5%	-1.1%	i	-1.7%	-11.1%
O=C(NCc1ccccc1)c1ccc(N2CCC3(CC2)CC(c2ccc(Cl)cc2)=NO3)c([N+](=O)[O-])c1	-22.6%	15.3%	-1.5	-1.3%	5.0%	0.8%	i	u	5.1%
CC(=O)Nc1cccc(NC(=O)CSc2cn(CC(=O)N3CCCCCC3)c3ccccc23)c1	-28.9%	x	x	x	x	6.3%	x	0.0%	-9.3%
Cc1ccc(NC(=O)CSc2ncn[nH]2)cc1	u	3.0%	-0.5	-0.8%	8.0%	9.7%	i	u	-8.4%
CCN(Cc1ccncc1)C(=O)c1ccc(C)c(S(=O)(=O)N2CCCCC2)c1	-11.4%	-4.3%	1.8	1.7%	-1.4%	0.1%	i	-2.2%	-9.1%

Screens: PubChem BioAssay, National Center for Advancing Translational Sciences (NCATS)

Some of the compounds tested; count on the stated rates, not on these rows.
